RAD54 branch – inhibitors of human RAD54 branch migration, primary screen, biochemical, fluorescence, single point; DNA repair and recombination protein RAD54-like (Homo sapiens), Q92698; RAD54 Holliday junction branch migration, FAM/BHQ fluorescence; inhibition, % at 10.4 µM; 360,000 tested, 0.14% active; AID 602329, 2012;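 active = mean normalized replicate activity at least 40 and at least half of replicates scoring 40 or more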;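 also: 0% = median of neutral control wells and 100% = median of positive control wells; inhibitors cause a drop in the FAM fluorescence signal; in these data hits start at about 50%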
esBAF inh – Bmi1 luciferase reporter increase in mESCs, primary screen, esBAF inhibitor project, mouse ES cells, Bmi1 luciferase knock-in, single point; 350,000 tested, 2% active; AID 602393, 2012; 24 h; 100% = twice the neutral-well signal; reporter increase, % at 12.5 µM; in the data active = activation above about 40%;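 also: 0% = median of the plate's neutral control wells and 100% = double that signal; a rise in the Bmi1 reporter signal indicates esBAF inhibition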
ERp5 inh – inhibitors of ERp5-driven insulin aggregation, primary screen, biochemical, turbidity, absorbance 650 nm, single point | 90 min | 350,000 tested, 0.05% active | AID 651711, 2012 | inhibition, % at 9.99 µM;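 active = mean replicate inhibition above about 25%, with every replicate also reaching it, limit read from the data, passing the limit was not always enough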
E-selectin induc – E-selectin induction in HUVECs, primary screen, imaging, HUVEC, immunofluorescence imaging, single point; activation, % at 7.58 µM; 260,000 tested, 0.37% active; P16581; normalized: neutral wells 0, TNF-alpha wells 100;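 active = mean E-selectin-positive cell signal at least 10% of the positive control, reached in at least 60% of replicates, without over 20% cell loss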;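 also: in these data hits start at about 27%; measured in HUVEC primary endothelial cells; signal is the percent of cells scored E-selectin positive by PE staining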
Target sequence (P16581 whole entry, looked up): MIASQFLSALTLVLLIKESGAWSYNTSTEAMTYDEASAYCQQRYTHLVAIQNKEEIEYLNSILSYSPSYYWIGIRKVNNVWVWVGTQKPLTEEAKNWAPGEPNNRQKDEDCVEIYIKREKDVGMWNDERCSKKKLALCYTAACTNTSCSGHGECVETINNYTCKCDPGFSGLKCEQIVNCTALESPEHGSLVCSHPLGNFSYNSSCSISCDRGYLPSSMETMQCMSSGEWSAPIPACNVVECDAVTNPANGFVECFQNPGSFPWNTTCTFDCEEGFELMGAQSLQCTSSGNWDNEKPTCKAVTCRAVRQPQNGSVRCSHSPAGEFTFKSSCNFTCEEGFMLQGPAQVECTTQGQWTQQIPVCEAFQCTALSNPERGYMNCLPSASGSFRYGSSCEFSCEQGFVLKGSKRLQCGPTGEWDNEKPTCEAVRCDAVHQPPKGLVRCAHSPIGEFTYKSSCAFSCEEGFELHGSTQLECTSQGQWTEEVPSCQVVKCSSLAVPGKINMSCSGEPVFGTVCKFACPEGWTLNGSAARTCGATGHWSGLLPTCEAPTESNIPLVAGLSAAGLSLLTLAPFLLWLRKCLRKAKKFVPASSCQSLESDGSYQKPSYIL
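Test system – human umbilical vein endothelial cells (HUVEC), E-selectin induction · Input – 3,000 HUVEC seeded per well · Buffer or medium – EGM-2, gelatin · Compound dosing – single-point compound dose · Detection – immunofluorescence imaging · Measure – percent E-selectin-positive cells · Controls – TNF-alpha high, DMSO low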
RAD52 anneal inh – RAD52 DNA annealing inhibitors, primary screen, biochemical, FRET, single point, set 2 | 360,000 tested, 0.46% active | recombinant RAD52 DNA annealing, FRET fluorescence | inhibition, % at 18.7 µM | DNA repair protein RAD52 homolog (Homo sapiens), P43351;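 active = every replicate showing at least 50% inhibition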
ARNT-TACC3 inh – disruptors of ARNT/TACC3 protein interaction, primary screen, biochemical, AlphaScreen, single concentration; Transforming acidic coiled-coil-containing protein 3 (Homo sapiens), Q9Y6A5; AlphaScreen His-ARNT PAS-B/GST-TACC3 binding, luminescence; TACC3 fragment carries E629A point mutation; inhibition, % at 9.99 µM; 390,000 tested, 0.66% active; AID 623870, 2012;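 active = mean inhibition of replicates at least 50% and at least half of replicates each reaching 50%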;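 also: 0% = complete ARNT plus TACC3 wells and 100% = ARNT alone without TACC3; many hits fall short of the cut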
Casp6 inh – human caspase-6 inhibitors, primary screen, biochemical, VEID-R110 fluorescence, single point, set 2; P55212; purified caspase-6, Z-VEID-R110 cleavage fluorescence; inhibition, % at 12.5 µM; 350,000 tested, 0.53% active;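 active = mean inhibition across replicates at least about 35%, with every replicate also reaching that limit, limit read from the data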;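 also: 0% = median of neutral control wells and 100% = no fluorescence left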
Target sequence (P55212 24-179 limits assumed): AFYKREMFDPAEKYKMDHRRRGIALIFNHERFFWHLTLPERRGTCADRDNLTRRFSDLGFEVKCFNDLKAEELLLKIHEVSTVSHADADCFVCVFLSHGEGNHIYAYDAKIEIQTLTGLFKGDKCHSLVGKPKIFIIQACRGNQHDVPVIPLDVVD
Target sequence (P55212 194-293 limits assumed): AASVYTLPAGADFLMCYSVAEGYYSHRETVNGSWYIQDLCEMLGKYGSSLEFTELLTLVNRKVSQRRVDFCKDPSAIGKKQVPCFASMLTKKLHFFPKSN
PglD inh – C. jejuni PglD acetyltransferase inhibitors, primary screen, biochemical, DTNB colorimetric, single point. AID 602405, 2012. purified PglD enzyme, DTNB colorimetric CoA detection. inhibition, % at 12.5 µM. UDP-N-acetylbacillosamine N-acetyltransferase PglD (Campylobacter jejuni). 360,000 tested, 0.098% active; in the data active = inhibition above about 16%, passing the limit was not always enough; also: strong numbers were not always called active
Active calls of the source: *; nt = no result given; & = joins results of further samples.

SMILES	RAD54 branch	esBAF inh	ERp5 inh	E-selectin induc	RAD52 anneal inh	ARNT-TACC3 inh	Casp6 inh	PglD inh
C[C@@H]1CN([C@@H](C)CO)C(=O)c2cc(NS(=O)(=O)c3ccccc3)ccc2O[C@H]1CN(C)C(=O)NC1CCCCC1	-2	1	0	-20	-7	5	-1	-1
O=C(NC(=S)N1CCOCC1)C12CCC3CC(CC(C3)C1)C2	-14	-2	-2	0.0	-12	nt	nt	-4
CCCCS(=O)(=O)CC(COc1ccccc1)OC(=O)c1ccccc1 (stereo not given)	-9	3	nt	nt	nt	-9	nt	-5
C[C@@H]1CN([C@@H](C)CO)C(=O)c2cccc(NS(=O)(=O)c3cccs3)c2O[C@@H]1CN(C)Cc1ccccc1	7	-1	4	0.3	-29	-9	1	-4
COc1ccc2cc(C(=O)NCC3CCCO3)[nH]c2c1 (stereo not given)	6	12	2	-0.1	-9	-8	0	2
CCOc1ccc(S(=O)(=O)N(C)CC(=O)NCc2ccccn2)cc1	-3	-5	0	nt	-8	7	-3	1
CCC1CCCCN1CCNC(=O)c1[nH]c(C)c(C(C)=O)c1C (stereo not given)	9	-1	nt	nt	nt	-1	nt	0
COc1ccc2c3c(n(C)c2c1)[C@H](CO)N(CC1CC1)CC31CCN(C(=O)CN(C)C)CC1	nt	nt	7	-0.1	54*	nt	-60	nt
Cn1c(=O)c2c(ncn2CC(=O)OCC(=O)Nc2cc(Cl)ccc2C#N)n(C)c1=O	-3	-7	-1	-1.0	-42	37	6	-1
COc1cccc(CC(NC(C)=O)C(=O)NC2CCN(S(=O)(=O)c3ccc(C)cc3)CC2)c1OC (stereo not given)	nt	7	4	nt	-4	-5	0	nt
O=C(Nc1ccc(N2CCN(C(=O)c3ccco3)CC2)cc1)c1ccc(Br)cc1	-14	-4	-3	nt	-14	-43	3	4
Fc1cccc(CCN2C(=S)NC[C@@H]2CC2CCCCC2)c1	6	5	1	0.1	8	-4	-5	-2
O=C1SC(SCc2ccccc2)=N/C1=C\c1ccc(C(=O)O)cc1	nt	nt	0	nt	-100	-6	0	nt
O=C(O)Cn1c(O)c(C=Nc2ccccc2)sc1=S	-9	-6	nt	nt	nt	-3&2	nt	-6
CCOC(=O)c1c(C)[nH]c(C=O)c1Cc1cccc(Cl)c1	5	2	-5	-0.2	0	-3	-7	2
c1ccc(-c2nc(N3CCCC3)nc3ccccc23)cc1	nt	nt	-6	nt	-9	-89	5	nt
O=C(NCCCO)NC(=S)c1cccc2ccccc12	nt	nt	-3	0.9	-12	-7	6	nt
CC(C)(C)NC(=O)C1CCC(CNS(=O)(=O)c2cccc3nsnc23)CC1 (stereo not given)	nt	nt	9	nt	-4	-2	2	nt
COc1ccccc1C1/C(=C(\O)c2ccc3c(c2)OCCO3)C(=O)C(=O)N1CCCn1ccnc1 (stereo not given)	-7	20	1	nt	-2	11	3	-1
CCCc1nc2ccc(NC(=O)c3cccs3)cc2c(=O)n1Cc1ccc(Cl)cc1	-4	7	2	nt	-7	-1	1	-6
CC1(C(=O)NCc2ccccc2Br)CCN1C(=O)C1(c2ccc(Cl)cc2)CC1 (stereo not given)	13	1	1	-0.2	-17	nt	-3	1
COc1cc(/C=N/N2C(C)CCCC2C)cc(OC)c1O (stereo not given)	2	2	-13	0.1	-12	5	5	-1
CN1CCN(S(=O)(=O)c2cccc(C(=O)NCCOc3ccccc3)c2)CC1	-4	nt	-1	0.4	-3	-5	8	6
Cc1cc(F)ccc1C(O)c1ncc(-c2ccc(Cl)cc2)[nH]1 (stereo not given)	-3	7	1	0.2	4	nt	14	3
CN(C)C(=O)C[C@@H]1C[C@H]2c3cc(NC(=O)Nc4ccc(C(F)(F)F)cc4)ccc3O[C@H]2[C@@H](CO)O1	0	-3	-8	-0.5	0	-7	0	2
CO[C@H]1CN(C)C(=O)c2ccc(NC(=O)C3CCC3)cc2OC[C@@H](C)N(C(=O)CN(C)C)C[C@@H]1C	16	1	nt	-0.3	nt	2	nt	-1
CC(=O)Nc1ccc(NC(=O)CSc2nncn2C)cc1	0	2	-13	nt	-4	-1	0	0
Cc1occc1-c1nnc(SCC(=O)NC2CC2)n1C	-6	nt	7	-0.2	-14	nt	0	4
CC1CCCC(NC(=O)COC(=O)c2n[nH]c3ccccc23)C1C (stereo not given)	6	0	2	-0.2	-16	nt	-1	5
CCS(=O)(=O)N1CC(=O)N2[C@H](C1)[C@@H](c1ccc(-c3ccc(C)cc3)cc1)[C@@H]2CO	nt	nt	4	-0.1	-9	nt	-2	nt
Cc1ccc(C(=O)Nc2ccc(N3CCN(C(=O)c4ccco4)CC3)cc2)c(Cl)c1	0	5	-3	nt	-4	nt	-3	3
O=C1CSC(c2ccccc2)N1CC(O)c1ccc([N+](=O)[O-])cc1 (stereo not given)	nt	13	6	nt	-11	6	2	nt
COc1cccc(-c2ccc3c(c2)[C@H]2[C@H](CCN2C(=O)CN2CCOCC2)[C@@H](CO)N3)c1	-5	-6	8	-0.2	-4	-16	-2	0
Cc1cc(C)c(OCCNC(=O)c2ccccc2Sc2ccccc2C#N)c(C)c1	nt	-14	1	1.8	-9	-26	-5	nt
CCCC(=O)Nc1c(-c2ccccc2)c(=O)c(C)nn1-c1ccc(C)cc1	5	nt	-13	1.4	-22	5	0	6
CCn1cc(S(=O)(=O)Nc2cc(F)ccc2C)cn1	-1	2	-3	nt	-5	-2	0	-6
Cc1ccc2c(c1C)NC(C(=O)O)C1CC=CC21 (stereo not given)	-7&-7	-5&-6	0	nt	-72	-1&0	29	-5&-16
COc1ccccc1NC(=O)c1cc[n+]([O-])cc1	-8	-11	3	nt	-1	-1	-3	8
CCN1CCSc2ccc(C(=O)NCc3ccccc3F)cc21	-7	-2	1	0.2	-18	nt	6	-1
CN1C(=O)c2cc(NC(=O)Nc3ccccc3Cl)ccc2OC[C@@H]2O[C@@H](CC(=O)O)CC[C@@H]21	-6	-3	nt	0.8	nt	1	nt	-2
O=C(Nc1cc(C(F)(F)F)ccc1N1CCOCC1)C1CCCO1 (stereo not given)	-2	-2	4	nt	-6	4	1	-4
Cc1cc(C(=O)NNc2ccc(C(C)C)cc2)n(C(C)(C)C)n1	nt	nt	-4	1.7	-9	-8	9	nt
O=C(CN1C(=O)C2C3C=CC(C3)C2C1=O)N1CCc2ccccc2C1 (stereo not given)	-10	6	nt	nt	nt	-1	nt	2
CO[C@H]1CN(C)C(=O)c2cc(NC(=O)Nc3cccc(Cl)c3)ccc2OC[C@@H](C)N(C)C[C@@H]1C	11	5	3	0.0	nt	nt	nt	nt
CCOc1ccc(CC(=O)Nc2cccc(-c3ccc4nnc(C)n4n3)c2)cc1	-1	-3	5	-0.3	-1	4	0	-2
C[C@@H]1CN([C@@H](C)CO)C(=O)c2cc(NS(=O)(=O)c3cccs3)ccc2O[C@@H]1CN(C)Cc1ccc(C(=O)O)cc1	-11	-4	-8	-6.3	10	-4	2	-2
CN1C(=O)C2(c3ccccc31)N(C)CC(c1ccccc1)C21SC(=S)N(Cc2ccco2)C1=O (stereo not given)	4	1	nt	nt	nt	-12	nt	-1
CCS(=O)(=O)Nc1ccc2c(c1)C(=O)N(C)[C@@H]1CC[C@H](CC(=O)NCc3ccccc3F)O[C@@H]1CO2	7	-3	-4	0.2	13	-3	0	3
O=C1NC[C@H](CCCCN2C[C@H](Cc3ccccc3)N(CCC3CCCCC3)C(=O)C2=O)N(CC2CCCCC2)C1=O	nt	nt	-4	0.1	-6	nt	-2	nt
COc1cc2nc(NC(=O)c3ccccc3)[nH]c(=O)c2cc1OC	3	-7	nt	nt	nt	-5	nt	7
Continuation.
SMILES	RAD54 branch	esBAF inh	ERp5 inh	E-selectin induc	RAD52 anneal inh	ARNT-TACC3 inh	Casp6 inh	PglD inh
Cc1cccc(C(=O)NN(C)c2nc(-c3ccccc3)nnc2C(F)(F)F)c1	1	-1	nt	nt	nt	-2	nt	-1
Cc1noc(C)c1NC(=O)Nc1ccc2c(c1)CC(=O)N([C@H](C)CO)C[C@H](C)[C@@H](CN(C)Cc1ccc(C(=O)Nc3ccccc3N)cc1)O2	1	1	-3	-3.9	-9	9	3	-3
O=C(COC(=O)c1cc(-c2cccs2)nn1-c1ccccc1)Nc1cc([N+](=O)[O-])ccc1Cl	-6	nt	-2	nt	-12	-15	-3	nt
C[C@H]1CCCCO[C@@H](CN(C)S(=O)(=O)c2cn(C)cn2)[C@@H](C)CN([C@@H](C)CO)C(=O)c2cc(NC(=O)CCC(F)(F)F)ccc2O1	2	-1	1	-0.1	-2	-4	-4	-1
C[C@@H]1CCCCO[C@H](CN(C)C(=O)NC2CCCCC2)[C@@H](C)CN([C@H](C)CO)C(=O)c2cc(NS(=O)(=O)c3ccc(Cl)cc3)ccc2O1	-2	-3	4	nt	12	-4	-2	-3
CC1(C(=O)NS(=O)(=O)Cc2ccccc2)CCN1C(=O)Cc1ccccc1 (stereo not given)	-12	-1	9	-0.2	-13	nt	1	0
O=C1[C@@H]2CSCN2C(=O)CN1Cc1ccc(F)cc1	0	-8	4	0.4	6	0	3	-2
COc1ccc(NC(=O)CSc2nc3c(c(=O)n(C)c(=O)n3C)n2C)c(OC)c1	10	-1	7	nt	-20	2	3	1
COC(=O)N1C(=O)[C@@](c2ccccc2)(C(C)C)N1C(=O)OC	-8	-9	nt	nt	nt	-19	nt	-5
Cc1nnsc1C(=O)Nc1ccc(S(=O)(=O)N2CCC(C)CC2)cc1	3	1	9	nt	-12	13	0	0

Brought forward from above: 4 compounds; new compounds follow.
SMILES	RAD54 branch	esBAF inh	ERp5 inh	E-selectin induc	RAD52 anneal inh	ARNT-TACC3 inh	Casp6 inh	PglD inh
O=C1[C@@H]2CSCN2C(=O)CN1Cc1ccc(F)cc1	0	-8	4	0.4	6	0	3	-2
COc1ccc(NC(=O)CSc2nc3c(c(=O)n(C)c(=O)n3C)n2C)c(OC)c1	10	-1	7	nt	-20	2	3	1
COC(=O)N1C(=O)[C@@](c2ccccc2)(C(C)C)N1C(=O)OC	-8	-9	nt	nt	nt	-19	nt	-5
Cc1nnsc1C(=O)Nc1ccc(S(=O)(=O)N2CCC(C)CC2)cc1	3	1	9	nt	-12	13	0	0
O=C(CCNC(=O)c1ccco1)Nc1ccc(F)c(Cl)c1	-1	-8	6	nt	-10	1	-3	-11
C=CCN(C(=O)c1csnn1)C(C(=O)NCc1ccc(F)cc1)c1ccc(F)cc1 (stereo not given)	5	-14	4	-0.1	-10	-1	-1	3
Cc1ccc(S(=O)(=O)N2CCN(C(=O)COC(=O)c3ccc(C(C)(C)C)cc3)CC2)c(C)c1	-4	2	2	0.0	-2	nt	-4	3
Cc1cc2nc(-c3ccc[nH]c3=O)n(Cc3ccccc3F)c2cc1C	5	10	1	0.0	-2	-1	2	3
Cc1cc(C)n(-c2nc3ccccc3c(=O)n2OCc2ccc(Cl)cc2)n1	-6	11	nt	0.7	nt	-19	nt	14
CCn1ncc([C@@H]2C[C@H]3CN(Cc4ccccc4C)C(=O)[C@]34CCCN24)c1C	nt	nt	5	17	-30	1	-3	nt
CCCc1cc(=O)oc2cc(C)cc(OCC(=O)NCCCN3CCCC3=O)c12	1	-1	-3	0.0	-4	3	-1	-5
COc1ccc(-c2cnc3c(NC=O)cc(-c4ccc(S(C)(=O)=O)cc4)cn23)cc1OC	0	-4	-2	0.1	-21	nt	-1	-3

Screens from PubChem BioAssay.
